Source: PubChem (National Center for Advancing Translational Sciences (NCATS))
L3MBTL1 inh – qHTS Assay for the Inhibitors of L3MBTL1; AlphaScreen L3MBTL1–H3K9me1 peptide binding; Potency, µM (series often up to 57.1 µM), for inactives: at the highest dose activity, negative = inhibition, hits mostly inhibitors; 230,000 compounds, 0.66% hits; further: potency means the concentration at half of the fitted maximal effect; on the % scale 0 is the no-effect control and ±100 the full control effect; nearly all actives have a fitted effect of over 60% in size
Target sequence (Q9Y468 whole entry, looked up): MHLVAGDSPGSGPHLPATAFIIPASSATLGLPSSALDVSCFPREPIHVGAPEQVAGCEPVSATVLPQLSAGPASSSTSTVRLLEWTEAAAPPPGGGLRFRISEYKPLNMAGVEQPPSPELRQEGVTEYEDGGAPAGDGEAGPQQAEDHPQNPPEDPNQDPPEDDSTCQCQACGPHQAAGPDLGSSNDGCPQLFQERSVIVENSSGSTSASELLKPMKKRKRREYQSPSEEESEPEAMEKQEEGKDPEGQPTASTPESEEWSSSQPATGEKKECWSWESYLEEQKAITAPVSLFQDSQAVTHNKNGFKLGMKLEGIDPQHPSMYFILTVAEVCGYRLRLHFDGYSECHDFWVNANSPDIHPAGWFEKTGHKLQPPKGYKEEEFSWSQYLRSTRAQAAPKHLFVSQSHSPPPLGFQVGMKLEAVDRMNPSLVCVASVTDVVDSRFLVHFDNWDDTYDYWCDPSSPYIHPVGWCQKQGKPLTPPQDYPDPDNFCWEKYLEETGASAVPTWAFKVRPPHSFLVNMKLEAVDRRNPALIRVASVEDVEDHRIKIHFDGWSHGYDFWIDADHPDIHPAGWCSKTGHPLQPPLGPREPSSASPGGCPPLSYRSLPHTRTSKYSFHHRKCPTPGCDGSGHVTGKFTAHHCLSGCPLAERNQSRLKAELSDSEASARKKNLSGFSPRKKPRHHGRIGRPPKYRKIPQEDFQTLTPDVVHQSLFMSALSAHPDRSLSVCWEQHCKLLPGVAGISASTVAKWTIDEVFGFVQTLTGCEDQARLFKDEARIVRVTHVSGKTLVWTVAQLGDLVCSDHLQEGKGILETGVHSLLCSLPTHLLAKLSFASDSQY
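L3MBTL1 (50 nM) pre-complexed 30 min with biotinylated H3(1-15)K9me1 peptide (75 nM), then compounds added for 30 min at room temperature; AlphaScreen streptavidin donor/nickel chelate acceptor beads (10 ug/mL final) read after 30 min dark incubation.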
CBFb-RUNX1 inh – qHTS Assay for Compounds Blocking the Interaction Between CBF-beta and RUNX1 for the Treatment of Acute Myeloid Leukemia. Runt-related transcription factor 1 (Homo sapiens) + Core-binding factor subunit beta …. AlphaScreen CBFb-His/RUNX1-biotin binding, biochemical. Potency, µM (highest dose often 59.8 µM), without a hit: at the highest dose activity, negative = inhibition, actives largely listed as inhibitors. 230,000 tested, under 10 active; further: % of control where 0% means no effect
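Inhibition was taken as any reduction in AlphaScreen signal from the CBF-beta–RUNX1 pair (His and biotin tags, 30 nM each), measured after compound (15 min) and bead (90 min) incubations at room temperature.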
Luc counter – Counterscreen for Luciferase (Kinase-Glo TM) Inhibition. Luciferin 4-monooxygenase (Photuris pensylvanica), Q27757. Kinase-Glo luciferase, ATP luminescence, 8 min. 200,000 compounds, 0.28% hits. Potency, µM (titrated, usually from 38.3 µM), inactives show top-dose activity change, negative = inhibition, hits mostly inhibitors; further: potency means the concentration at half of the fitted maximal effect; on the % scale 0 is the no-effect control and ±100 the full control effect; nearly all actives have a fitted effect of over 60% in size
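Luminescence was the read-out, taken after 8-minute incubation at ambient temperature. Luciferase turned over luciferin with 10 uM ATP in imidazole pH 7.2 buffer containing KCl, MgCl2, Tween 20 and BSA.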
IMPase Li cell – qHTS Assay for Identifying the Cell-Membrane Permeable IMPase Inhibitors: Potentiation with Lithium; CHO-M1 cells, IP1 TR-FRET (IP-One), carbachol + lithium; 210,000 compounds, 0.35% hits; Potency, µM (highest dose often 59.4 µM), inactives show at the top dose activity, negative = IMPase inhibition, hits mostly inhibitors;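 further: IP1 builds up when IMPase is blocked and the TR-FRET signal falls; potency means the concentration at half of the fitted maximal effect; plate controls were basal vehicle for no effect and high inhibitor control for full effect; nearly all actives have a fitted effect of over 50% in size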
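IP1 accumulation measured by competitive TR-FRET in lysed CHO-M1 cells after 30 min compound exposure at 37C, with a small lithium addition to potentiate weak responses. Hill-equation AC50 from ratio and donor-channel data.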
NPSR antag – qHTS Assay for Antagonists of the Neuropeptide S Receptor: cAMP Signal Transduction | CHO-NPSR cells, cAMP TR-FRET, antagonist mode | Potency, µM (series often up to 38.3 µM), inactives show at the highest dose activity change, negative = inhibition, hits mostly inhibitors | 220,000 compounds, 1% hits | AID 1461, 2008; further: potency means the concentration at half of the fitted maximal effect; on the % scale 0 is the no-effect control and ±100 the full control effect; nearly all actives have a fitted effect of over 50% in size; many of its hits are not listed in these tables
Epigenetic derep – Quantitative High-Throughput Screen for Regulators of Epigenetic Control; Potency, µM (top dose mostly 53.9 µM), inactives show at the top dose GFP activation, most hits filed as activators; 280,000 compounds, 0.2% hits; murine LDR cells, GFP reporter derepression, 30 h; further: potency means the concentration at half of the fitted maximal effect; % of control where 0% means no effect; nearly all actives have a fitted effect of over 60% in size
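Readout is the number of GFP-expressing murine LDR cells, counted by cytometry following washing. Cells were treated with compound for 30 h at 37 C; the stably integrated CMV-GFP locus is normally silent.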
HttQ103 aggreg – qHTS Multiplex Assay to Identify Dual Action Probes in a Cell Model of Huntington: Aggregate Formation (GFP); Potency, µM (highest dose often 46.1 µM), for the others: at the highest dose activity change, negative = inhibition, actives largely listed as inhibitors; 220,000 compounds, 1.1% hits; AID 1688, 2009; PC12 HttQ103-GFP aggregates, Acumen cytometry, 40 h; further: potency means the concentration at half of the fitted maximal effect; on the % scale 0 is the no-effect control and ±100 the full control effect; nearly all actives have a fitted effect of over 60% in size
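Using laser scanning cytometry, GFP-positive aggregates were counted after lysis of PC12 cells induced with 100 nM tebufenozide to express HTT exon 1 Q103–GFP. Compounds were tested in titration.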
The depositor's hits bear a star; ? = inconclusive; · = not tested or not shown; [ ] = remark or other dose. The call rests on the fitted dose curve; in most records, active means well fitted curve in the direction sought with a large enough effect; inconclusive means small, poorly fitted or top-dose-only effect, or another doubt; inactive means no such curve, though single readings can be large; an effect the other way counts as inactive or inconclusive.

| no. | compound | L3MBTL1 inh | CBFb-RUNX1 inh | Luc counter | IMPase Li cell | NPSR antag | Epigenetic derep | HttQ103 aggreg |
| --- | --- | --- | --- | --- | --- | --- | --- | --- |
| 1 | O=C(Nc1cccnc1)C1COc2ccccc2O1 (configuration not stated) | -5% | 3% | -7% | 1%[38.3 µM] | -4%[46.1 µM] | 0.9% | -3% |
| 2 | N#Cc1ccccc1CSc1nnc(Cc2ccccc2)o1 | 12% | 12% | -6% | 11% | 1% | 1.1% | 19%[9.22 µM] |
| 3 | Cc1cc(N2C(=O)C3C4C=CC(C4)C3C2=O)ccc1Br (configuration not stated) | 3% | 9% | 0% | 2% | 24%[46.1 µM] | 0.0% | -3% |
| 4 | NC(=O)CCC(=O)N1CCCC(C(=O)c2ccc3c4c(cccc24)CC3)C1 (configuration not stated) | -4% | 0% | 5% | 3% | 2% | 1.0% | -12%[9.22 µM] |
| 5 | CN1CCN(CC(=O)N(C)c2nc(-c3ccccc3)cs2)CC1 | 1% | 3% | -1% | 9%[38.3 µM] | 13%[46.1 µM] | 0.7% | -21% |
| 6 | COc1ccc(CC(=O)Nc2ccc(-c3cn4ccccc4n3)cc2)cc1 | · | -2% | -8% | ? | -6%[46.1 µM] | -1.0% | 1% |
| 7 | CCn1c(C)[n+](Cc2ccccc2)c2ccc(C(=O)OC)cc21 | · | -7% | -5% | 6% | 24% | 3.1% | 5% |
| 8 | CCCCN(C)S(=O)(=O)c1ccc(C(=O)Nc2nnc(-c3ccco3)o2)cc1 | · | -28% | 1% | -6% | -22% | -0.3% | 3% |
| 9 | CC1(C)CC2(CC(c3ccccc3)Oc3cc(O)ccc32)NC(=S)N1 (configuration not stated) | -13% | -6% | -2% | -5% | -6%[46.1 µM] | 0.0% | -29% |
| 10 | O=C(Oc1ccc(-c2ccccc2)cc1)N1CCCCC1 | · | 2% | -1% | -7%[38.3 µM] | ? | -0.7% | -32% |
| 11 | CC(C)C[C@H](NC(=O)NCCc1ccc(Cl)cc1)C(=O)O | 6% | 2% | -2% | -6%[38.3 µM] | -8%[46.1 µM] | -0.8% | -30% |
| 12 | CN(C)/C=C/C(=O)c1ccc(S(=O)c2ccccc2)cc1 (configuration not stated) | · | -22% | 0% | -5% | -11% | ? | 21% |
| 13 | COc1ccc(NC(=O)COC(=O)CCNS(=O)(=O)c2ccc(Cl)cc2)cc1 | · | 2% | · | · | 6% | -3.7% | -22%[9.22 µM] |
| 14 | CCOC(=O)Cc1csc(NC(=O)NC2(C(F)(F)F)Oc3ccc(Cl)cc3O2)n1 (configuration not stated) | · | -4% | 2% | 12%[38.3 µM] | -15%[46.1 µM] | 4.9% | 11%[9.22 µM] |
| 15 | O=C(O)C1CC(=O)N(c2ccc(F)cc2)C1 (configuration not stated) | · | 9% | -2% | 22%[38.3 µM] | -21%[46.1 µM] | -1.1% | -11% |
| 16 | COC(=O)COc1cccc2c(=O)n(CC(=O)N3CCCc4ccccc43)ccc12 | 3% | -12% | 2% | 25%[38.3 µM] | -8%[46.1 µM] | 0.0% | -8% |
| 17 | COc1ccc(CNc2oc(Cc3cccc4ccccc34)nc2C#N)cc1 | -20% | ? | -2% | -4%[38.3 µM] | -27%[7.67 µM] | 6.7% | ? |
| 18 | COc1ccc2c(Cl)c(-c3nnc4n3CCCCC4)sc2c1 | -1% | -7% | 0% | -5%[38.3 µM] | -16%[46.1 µM] | -7.2% | -26% |
| 19 | Nc1cc(=O)[nH]c(SC/C=C/c2ccccc2)n1 | 8% | -2% | -1% | -2%[38.3 µM] | 0%[46.1 µM] | 3.8% | -27% |
| 20 | COC(=O)C1OC2(OC1C(=O)OC)c1ccccc1-c1ccccc12 (configuration not stated) | -7% | 6% | 1% | ? | -3%[46.1 µM] | -1.8% | 5% |
| 21 | CCCn1nnc(NC(=O)c2ccc(-c3ccccc3)cc2)n1 | 1% | 4% | 10% | -5%[38.3 µM] | -3%[46.1 µM] | 4.5% | -13% |
| 22 | COC(=O)c1ccc(NC(=S)N2CCN(Cc3ccccc3OC)CC2)cc1 | -20% | 2% | 0% | 16% | 30% | 0.0% | 3%[9.22 µM] |
| 23 | O=C(Nc1c(C(=O)Nc2ccc3c(c2)OCCO3)cnn1-c1ccccc1Cl)c1ccco1 | -4% | 6% | -5% | 23%[38.3 µM] | -17%[46.1 µM] | 0.1% | -10% |
| 24 | CCOC(=O)N1C2=NC(C(=O)OC)=C(C(=O)OC)[C@@H]3N(C)c4ccccc4[C@]23C[C@H]1C(=O)OC | · | -1%[13.1 µM] | -3%[7.66 µM] | 5% | -1% | 11% | -5%[9.22 µM] |
| 25 | O=C(NC1CC(=O)c2sccc21)c1cccc(C(F)(F)F)c1 (configuration not stated) | 36%[activator][11.4 µM] | -2% | 1% | 4% | 9% | -0.1% | 4% |
| 26 | COc1ccccc1N=Nc1nc(-c2ccccc2)c(-c2ccccc2)[nH]1 | ? | · | -3% | 2% | 13µM* | 1.1% | ? |
| 27 | CC(=O)c1cccc(NC(=O)C(OC(=O)c2cccc(S(=O)(=O)N(C)c3ccccc3)c2)c2ccccc2)c1 (configuration not stated) | -1% | 1% | -1% | 4% | -8% | -1.1% | -3% |
| 28 | COc1cc2c(cc1NC(=O)COC(=O)Cn1cnc3ccccc31)oc1ccccc12 | -14% | 1% | 1% | 20% | ? | -3.2% | -20% |
| 29 | Cc1cc(C)nc(/N=C2\NC(=O)CC(C(=O)O)N2c2ccc(F)c(Cl)c2)n1 (configuration not stated) | -24% | 7% | 0% | 3% | 5% | 0.6% | 5% |
| 30 | COC(=O)C1C2CCC(C2)C1C(=O)OCC(=O)c1ccc(C)cc1 (configuration not stated) | · | 6% | 0% | 33%[activator][38.3 µM] | -8%[46.1 µM] | 0.8% | 4%[1.84 µM] |

Next part, starting with the last 6 of the part before.
Values run as follows: L3MBTL1 inh | CBFb-RUNX1 inh | Luc counter | IMPase Li cell | NPSR antag | Epigenetic derep | HttQ103 aggreg
25: O=C(NC1CC(=O)c2sccc21)c1cccc(C(F)(F)F)c1 (configuration not stated)
→ 36%[activator][11.4 µM] | -2% | 1% | 4% | 9% | -0.1% | 4%
26: COc1ccccc1N=Nc1nc(-c2ccccc2)c(-c2ccccc2)[nH]1
→ ? | · | -3% | 2% | 13µM* | 1.1% | ?
27: CC(=O)c1cccc(NC(=O)C(OC(=O)c2cccc(S(=O)(=O)N(C)c3ccccc3)c2)c2ccccc2)c1 (configuration not stated)
→ -1% | 1% | -1% | 4% | -8% | -1.1% | -3%
28: COc1cc2c(cc1NC(=O)COC(=O)Cn1cnc3ccccc31)oc1ccccc12
→ -14% | 1% | 1% | 20% | ? | -3.2% | -20%
29: Cc1cc(C)nc(/N=C2\NC(=O)CC(C(=O)O)N2c2ccc(F)c(Cl)c2)n1 (configuration not stated)
→ -24% | 7% | 0% | 3% | 5% | 0.6% | 5%
30: COC(=O)C1C2CCC(C2)C1C(=O)OCC(=O)c1ccc(C)cc1 (configuration not stated)
→ · | 6% | 0% | 33%[activator][38.3 µM] | -8%[46.1 µM] | 0.8% | 4%[1.84 µM]
31: CC(=NC1CCCCC1)C1=C(O)c2ccccc2C1=O
→ 0% | 1% | -3% | 5%[38.3 µM] | -17%[46.1 µM] | 0.2% | -29%
32: OCCN1CCN(c2nc(NCc3ccco3)c3ccccc3n2)CC1
→ -1% | 26% | -2% | 5% | 23%[46.1 µM] | 1.2% | 4%
33: CC(C)c1ccc(/C=N/Nc2ccc(C(=O)O)cc2)cc1
→ -11% | 0% | 0% | 5% | -18% | -0.9% | 1%
34: CC(NC(=O)c1ccc2c(c1)OCO2)C1CCCO1 (configuration not stated)
→ · | 2% | -6% | 26%[38.3 µM] | -2%[46.1 µM] | -1.0% | -12%
35: COc1ccc(-c2csc(NC(=O)c3cc(-c4cccs4)nc4ccccc34)n2)c(OC)c1
→ -6% | -1% | 1% | -7% | 13% | -1.0% | -18%
36: CCOC(=O)CCCNC(=O)COC(=O)c1cccc(C)c1O
→ 11% | 1% | -2% | -5%[38.3 µM] | -9%[46.1 µM] | -0.2% | 25%
37: Cc1nnc2sc(-c3ccco3)nn12
→ 18%[11.4 µM] | -17% | 1% | 7%[38.3 µM] | -10%[46.1 µM] | -2.1% | -29%
38: O=C(c1ccc(Cl)cc1)N1N=C(c2ccccn2)CC1(O)C(F)(F)F (configuration not stated)
→ 13% | -5% | · | · | 23% | -3.3% | -8%[9.22 µM]
39: COc1ccc(NC(=O)c2ccco2)cc1S(=O)(=O)N1CCOCC1
→ 12% | 2% | 2% | 1% | 11% | 0.0% | ?
40: CCN(CC)C(=S)Nc1ccc(OC(F)F)cc1
→ 5% | 1% | 0% | 5% | 4% | 1.1% | 1%
41: COc1cccc(CN(C)C(=O)c2cc(COc3c(F)cccc3F)on2)c1
→ 23% | 6% | -7% | 8% | 38% | 1.2% | -10%[9.22 µM]
42: Cn1c(=O)c2c(nc(SCCCC#N)n2Cc2c(F)cccc2Cl)n(C)c1=O
→ 3% | 6% | -1% | 31%[38.3 µM] | -9%[46.1 µM] | -0.8% | 12%
43: O=C1Nc2ccccc2N=C(c2ccccc2)C1Br (configuration not stated)
→ 29% | -8% | 2% | 4% | 2% | 0.2% | -12%[9.22 µM]
44: O=S(=O)(NC1=NCCC1)c1ccc(F)cc1F
→ 6% | 7% | -1% | 3% | -1% | -0.2% | 19%
45: COc1ccc(-n2ncc3c(=O)n(CC(=O)Nc4ccc(S(=O)(=O)N5CCOCC5)cc4)cnc32)cc1
→ -2% | -20% | 1% | 0% | 9% | -0.6% | -15%
46: CC(C)(C)NS(=O)(=O)c1ccc(NC(=O)c2cc(-c3ccccc3)nc3ccccc23)cc1
→ 0% | -4% | -6% | -3%[38.3 µM] | -14%[46.1 µM] | 7.9% | 0%
47: O=C(O)C1CCCCC1C(=O)OCCCCOC(=O)C1CCCCC1C(=O)O (configuration not stated)
→ 3% | 8% | 3% | -12%[38.3 µM] | -1%[46.1 µM] | -2.2% | 0%
48: Cn1ncc(Br)c1C(=O)N1CCOCC1
→ 0% | 0% | -1% | -3% | 2% | 1.1% | -5%
49: COCCSc1ccccc1C(=O)Nc1cc(C)ccn1
→ 6% | 3% | 3% | 14% | 9% | -1.0% | -3%
50: Cc1ccc(S(=O)(=O)N2CCC(C(=O)Nc3ccc4c(c3)OCO4)CC2)cc1
→ · | -2% | 8% | 1%[38.3 µM] | -19%[46.1 µM] | -4.5% | 1%[9.22 µM]
51: CCOC(=O)/C(=C/c1ccc(OC(=O)c2ccncc2)cc1)C(C)=O
→ 9% | 5% | -1% | -4% | 5% | 3.2% | -4%

This is a subset; count on the stated rates, not on these rows.
